U2OS ROS induce = inducers of reactive oxygen species in cancer cells. U2OS ROS induction, H2DCF-DA fluorescence. ROS induction (% of piperlongumine), % at 10 µM. 46,000 tested, 2% active. AID 624156; in the data active means ROS induction above about 79%, passing the limit was not always enough; inconclusive means no clear call, values can overlap the other calls;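 further: 0% = DMSO vehicle median and 100% = reference compound median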
* = called active by the depositor; ? = inconclusive; & = joins results of further samples.

SMILES	U2OS ROS induce
Cc1nccn1-c1c2c(c(C#N)c3nc4ccccc4n13)CCCC2	11
CC(C)NC(=O)Nc1ccc2c(c1)C(=O)N([C@@H](C)CO)C[C@H](C)[C@H](CN(C)S(=O)(=O)c1ccc(F)cc1)O2	-5
Cc1noc(C)c1NC(=O)N(C)C[C@H]1Oc2ccc(NC(=O)CCCN(C)C)cc2C(=O)N([C@@H](C)CO)C[C@@H]1C	-10
CS(=O)(=O)Nc1ccc(C(=O)NCc2cccnc2)cc1	51
Cc1onc(-c2c(Cl)cccc2Cl)c1C(=O)OC1=CC(=O)CC(C)(C)C1	-13
C[C@H](CS)C(=O)N1CCC[C@H]1C(=O)O	4
C[C@@H]1CCCCO[C@@H](CN(C)C(=O)Nc2cccc3ccccc23)[C@@H](C)CN([C@H](C)CO)C(=O)c2cc(NC(=O)c3ccccc3)ccc2O1	?
C=CCNC(=O)CSc1nccc(-c2sc3sc(Br)c(C)c3c2C)n1	44
CCn1c(SCC(=O)Nc2ccccc2OC)nnc1-c1ccncc1	13
CCSC1=C(C#N)C(c2cccs2)C(C(=O)Nc2ccccc2)=C(C)N1 (stereo unspecified)	13
Cc1ccc(S(=O)(=O)N(C)C[C@H]2Oc3c(NC(=O)C4CCOCC4)cccc3C(=O)N([C@@H](C)CO)C[C@@H]2C)cc1	-2
c1csc(-c2nnc(CSc3cccc4cccnc34)o2)c1	-7
Cc1ccc(S(=O)(=O)N(C)C[C@@H]2Oc3c(NS(=O)(=O)c4cccs4)cccc3C(=O)N([C@H](C)CO)C[C@@H]2C)cc1	-8
COc1ccc(NC(=O)N(C)C[C@H]2Oc3ccc(NS(=O)(=O)c4ccc(C)cc4)cc3C(=O)N([C@H](C)CO)C[C@H]2C)cc1	3
CCCOc1ccc(/C=C/C(=O)Nc2ccc(S(=O)(=O)Nc3ncccn3)cc2)cc1	17
C=C1CC[C@@H](O)[C@]2(C)C[C@H]3OC(=O)C(=C)[C@H]3CC12 (stereo partly specified)	60

Laid out differently: 2 of the compounds above
COc1ccc(NC(=O)N(C)C[C@H]2Oc3ccc(NS(=O)(=O)c4ccc(C)cc4)cc3C(=O)N([C@H](C)CO)C[C@H]2C)cc1
  U2OS ROS induce: 3

CCCOc1ccc(/C=C/C(=O)Nc2ccc(S(=O)(=O)Nc3ncccn3)cc2)cc1
  U2OS ROS induce: 17

Other records
SMILES	U2OS ROS induce
COc1ccc(NC(=O)Nc2ccc3c(c2)CC(=O)N([C@@H](C)CO)C[C@H](C)[C@H](CN(C)C(=O)Nc2ccc4c(c2)OCO4)O3)cc1	-6
Cc1ccc(S(=O)(=O)Nc2ccc3c(c2)C(=O)N([C@@H](C)CO)C[C@@H](C)[C@@H](CN(C)S(=O)(=O)c2ccc(F)cc2)O3)cc1	9
C[C@@H]1CN([C@@H](C)CO)C(=O)c2cc(NC(=O)Cc3ccccc3)ccc2O[C@@H]1CN(C)Cc1ccc2c(c1)OCO2	-3
C[C@H]1CN([C@@H](C)CO)C(=O)Cc2cc(NC(=O)Nc3ccccc3)ccc2O[C@H]1CN(C)S(=O)(=O)c1ccccc1	15
[N-]=[N+]=NCc1ccccc1C[C@]1(C(=O)N2CCOCC2)COC(c2ccc(OCCCO)cc2)=N1	13
COC(=O)c1ccc(COc2ccc3c(C)cc(=O)oc3c2)o1	-5
O=C(COc1ccccc1)Nc1cccc(Oc2ccc3c(c2)C(=O)NC3=O)c1	18
COc1ccc(NC(=O)N(C)C[C@@H]2Oc3ccc(NS(=O)(=O)c4ccc(C)cc4)cc3CC(=O)N([C@@H](C)CO)C[C@@H]2C)cc1	19
COC(=O)c1ccc(C)c(NC(=O)CN(c2ccc(F)cc2)S(C)(=O)=O)c1	-10
Cn1nnnc1SCC(=O)Nc1cccc(Cl)c1	-8
CCOc1c(CNCc2ccccn2)cccc1OC	27
Cc1noc(C)c1NC(=O)Nc1ccc2c(c1)C(=O)N([C@@H](C)CO)C[C@H](C)[C@@H](CN(C)CC1CCCCC1)O2	-4
O=c1cc(CSc2nnnn2-c2ccccc2)nc2nc[nH]n12	-5
C[C@@H]1CC[C@]2(C)[C@H](CC[C@@H](O)[C@]2(C)O)[C@@]1(C)CC/C(=C/CO)CO	0
CC(C)NC(=O)N(C)C[C@H]1Oc2c(NC(=O)C3CCCCC3)cccc2C(=O)N([C@H](C)CO)C[C@@H]1C	-10
Cc1cc(C)c(NC(=O)c2cc(S(=O)(=O)N3CCc4ccccc43)ccc2F)c(C)c1	11
Cc1noc(C)c1S(=O)(=O)Nc1ccc2c(c1)CC(=O)N([C@H](C)CO)C[C@@H](C)[C@H](CN(C)CC1CCCCC1)O2	109*
COc1ccc2nc3c(nc2c1)C(=O)c1ccccc1C3=O	22
C[C@H](CO)N1C[C@H](C)[C@H](CN(C)C(=O)Nc2ccc3c(c2)OCO3)Oc2c(NC(=O)C3CCOCC3)cccc2C1=O	-10
Cc1noc(C)c1NC(=O)N(C)C[C@@H]1Oc2c(NC(=O)C3CC3)cccc2C(=O)N([C@@H](C)CO)C[C@@H]1C	-17
COc1ccc(S(=O)(=O)Nc2cccc3c2O[C@@H](CN(C)S(=O)(=O)c2ccc(F)cc2)[C@H](C)CN([C@@H](C)CO)C3=O)cc1	72
CC(C)CNC(=O)c1ccc(COc2ccc3ccccc3c2)o1	7
C[C@@H]1CN([C@@H](C)CO)C(=O)Cc2cc(NC(=O)Cc3ccccc3)ccc2O[C@@H]1CN(C)S(=O)(=O)c1ccccc1	6
C[C@H]1CN([C@@H](C)CO)C(=O)Cc2cc(NC(=O)Cc3ccccc3)ccc2O[C@@H]1CN(C)CC1CCCCC1	108*

Looked up above:
COc1ccc(S(=O)(=O)Nc2cccc3c2O[C@@H](CN(C)S(=O)(=O)c2ccc(F)cc2)[C@H](C)CN([C@@H](C)CO)C3=O)cc1 | U2OS ROS induce = 72
CC(C)CNC(=O)c1ccc(COc2ccc3ccccc3c2)o1 | U2OS ROS induce = 7
C[C@H](CO)N1C[C@H](C)[C@H](CN(C)C(=O)Nc2ccc3c(c2)OCO3)Oc2c(NC(=O)C3CCOCC3)cccc2C1=O | U2OS ROS induce = -10
C[C@@H]1CN([C@@H](C)CO)C(=O)Cc2cc(NC(=O)Cc3ccccc3)ccc2O[C@@H]1CN(C)S(=O)(=O)c1ccccc1 | U2OS ROS induce = 6

(list continues)
SMILES	U2OS ROS induce
COc1ccc(NC(=S)NCCc2ccccc2OC)c(OC)c1	-3
Cc1cc(Cl)cc(Cl)c1OCC(=O)Nc1ccc(Cl)c(-c2nc3ncccc3o2)c1	2
C/C(=C/c1ccccc1)C(=O)Nc1ccc2nc3n(c(=O)c2c1)CCCCC3	8
CC1(C)CC(=O)N(CC(=O)N2CCN(c3cccc(C(F)(F)F)c3)CC2)c2ccccc2S1	5
Cc1cc(C)cc(N(CC(=O)Nc2c(C)n(C)n(-c3ccccc3)c2=O)S(C)(=O)=O)c1	-7
C[C@H]1CN([C@@H](C)CO)C(=O)c2cc(NC(=O)Nc3ccc(F)cc3)ccc2O[C@H]1CN(C)C(=O)Nc1ccc2c(c1)OCO2	7
Cc1noc(C)c1S(=O)(=O)N(C)C[C@H]1Oc2ccc(NC(=O)Nc3ccc(C(F)(F)F)cc3)cc2CC(=O)N([C@H](C)CO)C[C@H]1C	6
CCc1ccc(NC(=O)CN2C(=O)CCc3ccccc32)cc1	-6
C[C@H]1CN([C@@H](C)CO)C(=O)c2cccc(NC(=O)Nc3ccc(C(F)(F)F)cc3)c2O[C@@H]1CN(C)Cc1ccncc1	5
CC(C)(C)NC(=O)CC(c1ccccc1)c1ccccc1	2
Cc1[nH]c2ccccc2c1C(=O)CSc1nc(-c2ccccc2)cs1	17
COc1cccc2c1OC1(C)NC(=S)NC2C1C(=O)N(C)C (stereo unspecified)	-12
C[C@@H]1CN([C@H](C)CO)C(=O)c2cccc(NS(=O)(=O)c3cccs3)c2O[C@@H]1CN(C)Cc1ccc(C(=O)O)cc1	-9
COc1ccc(S(=O)(=O)C2CS(=O)(=O)CC2O)cc1 (stereo unspecified)	-8
Cc1nn(C)c(C)c1NC(=O)c1ccc(Cl)cc1	21
COc1ccc(CCNC(=O)c2nnn(-c3cccc(C)c3)c2N)cc1OC	-5

Next compounds:
molecule,U2OS ROS induce
Cc1cc(N(CC(=O)Nc2ccccc2-c2ccccc2)S(C)(=O)=O)ccc1Br,1
O=C(CCN1C(=O)C2C3C=CC(C3)C2C1=O)Oc1cccc2cccnc12 (stereo unspecified),-22
COc1ccc(C(=O)CCC(=O)Nc2cccnc2)c(OC)c1,-4
COc1ccc(NC(=O)Nc2cccc3c2O[C@@H](CN(C)S(C)(=O)=O)[C@H](C)CN([C@H](C)CO)C3=O)cc1,28
C[C@@H]1CN([C@H](C)CO)C(=O)c2cccc(NS(C)(=O)=O)c2O[C@@H]1CN(C)C(=O)Nc1ccc(C(F)(F)F)cc1,-2
COC1=CC(=O)OC12CCCCC2,-11
Cc1ccc(S(=O)(=O)N(C)C[C@@H]2Oc3ccc(NS(=O)(=O)c4cn(C)cn4)cc3C(=O)N([C@@H](C)CO)C[C@H]2C)cc1,3
CN1CCC(=C2c3ccccc3C=Cc3ccccc32)CC1,0&-1
C[C@@H]1CN([C@@H](C)CO)C(=O)c2cccc(NC(=O)Nc3ccc(F)cc3)c2O[C@@H]1CN(C)S(=O)(=O)c1ccccc1,3
c1ccc2sc(SCc3nc4c5c6c(sc5ncn4n3)CCCC6)nc2c1,4
COc1ccc(CN(C)C[C@H]2Oc3ccc(NC(=O)Nc4ccccc4)cc3C(=O)N([C@@H](C)CO)C[C@@H]2C)cc1,-6
Nc1ncnc(NCc2cccnc2)c1[N+](=O)[O-],-11
Cn1c(SCC(=O)n2c3c(c4ccccc42)CCCC3)nnc1-c1ccco1,12
COc1ccc(NC(=O)Nc2ccc3c(c2)CC(=O)N([C@H](C)CO)C[C@@H](C)[C@H](CN(C)C(=O)Nc2ccc(C(F)(F)F)cc2)O3)cc1,-17
C[C@H]1CN([C@@H](C)CO)C(=O)Cc2cc(NC(=O)Cc3cn(C)c4ccccc34)ccc2O[C@@H]1CN(C)S(=O)(=O)c1cccs1,49
C=C1CCC2C(C(=O)O)=COC(O[C@@H]3O[C@H](CO)[C@@H](O)[C@H](O)[C@H]3O)C12 (stereo partly specified),-3
N#CCN(CC#N)C(=O)C(Sc1ccccc1)c1ccccc1 (stereo unspecified),13
COc1ccc(/C=C2\SC(N(C)c3ccc(Cl)cc3)=NC2=O)c(OC)c1OC,31
NC(N)=NS(=O)(=O)c1ccc(NC(=S)NC(=O)/C=C/c2ccc(F)cc2)cc1,4
N#Cc1c(NC(=O)CSc2ncn[nH]2)sc2c1CCCCC2,-1
C[C@H](CO)N1C[C@H](C)[C@H](CN(C)S(=O)(=O)c2ccc(Cl)cc2)Oc2ccc(NC(=O)Nc3cccc4ccccc34)cc2C1=O,31
C[C@@H]1CN([C@@H](C)CO)C(=O)Cc2cc(NC(=O)Nc3cccc4ccccc34)ccc2O[C@@H]1CN(C)C(=O)Nc1ccc(C(F)(F)F)cc1,162*
COc1cccc(-c2nc(CS(=O)CC(=O)O)c(C)o2)c1 (stereo unspecified),-10
COc1ccc(CN=C(N)N)cc1,5
C[C@@H]1CN([C@H](C)CO)C(=O)Cc2cc(NC(=O)C3CC3)ccc2O[C@@H]1CN(C)Cc1ccc(-c2ccccc2)cc1,42
CC[N+](CC)(CC)CC(=O)Nc1c(C)cccc1C,-9
CCOc1ccc(N=c2ccc3ccccc3n2C)cc1,-12
COc1cc(O)c(C(=O)/C=C/c2ccccc2)c(OC)c1,43
COc1ccc2nc(SCC(=O)Nc3cccc(C(F)(F)F)c3)[nH]c2c1,-6
C[C@@H]1CN([C@@H](C)CO)C(=O)c2cccc(NC(=O)NC3CCCCC3)c2O[C@@H]1CN(C)C(=O)Nc1ccc2c(c1)OCO2,-6
C[C@H]1CN([C@@H](C)CO)C(=O)Cc2cc(NC(=O)C3CCCCC3)ccc2O[C@@H]1CN(C)Cc1ccc(C(F)(F)F)cc1,10
CCCC(O)C#Cc1cnc2c(c1)C(=O)N([C@H](C)CO)C[C@H](C)[C@H](CN(C)Cc1cccc(C(F)(F)F)c1)O2 (stereo partly specified),9
O=C(Nc1ccc(S(=O)(=O)Nc2ccccn2)cc1)c1cccnc1,5
CCCN(C)C[C@H]1OCCCC[C@@H](C)Oc2ccc(NS(=O)(=O)c3ccc(C)cc3)cc2C(=O)N([C@H](C)CO)C[C@@H]1C,13
C[C@H]1CN([C@@H](C)CO)C(=O)c2cc(NS(=O)(=O)c3ccc(F)cc3)ccc2O[C@@H]1CN(C)Cc1ccc(-c2ccccc2)cc1,33
O=c1nc2s/c(=C\c3cccs3)c(=O)n2nc1Cc1ccccc1,-9
CNC[C@H]1Oc2ccc(NS(=O)(=O)c3cn(C)cn3)cc2C(=O)N([C@@H](C)CO)C[C@@H]1C,6
O=C1Nc2ccccc2/C1=C\c1c(Cl)[nH]c2ccccc12,-19
COc1ccc(C#Cc2ccc3c(c2)[C@]2(C(=O)N3)[C@H](c3ccc(O)cc3)N3[C@H](c4ccccc4)[C@H](c4ccccc4)OC(=O)[C@H]3[C@@H]2C(=O)N2CCCCCCC2)cc1,8
Cc1noc(C)c1S(=O)(=O)N(C)C[C@H]1Oc2ccc(NC(=O)Nc3ccccc3)cc2CC(=O)N([C@@H](C)CO)C[C@@H]1C,44
O=S(=O)(c1ccc(Cl)cc1)n1cnc2ccccc21,3
C[C@H]1CN([C@@H](C)CO)C(=O)CCCn2nncc2CO[C@@H]1CN(C)C(=O)C1CC1,-20
Cc1ccc(S(=O)(=O)N(C)C[C@@H]2Oc3ccc(N(C)C)cc3C(=O)N([C@@H](C)CO)C[C@H]2C)cc1,-5
COc1ccc(S(=O)(=O)N(C)C[C@H]2Oc3c(NC(=O)CCCCCC(=O)Nc4ccccc4N)cccc3C(=O)N([C@@H](C)CO)C[C@@H]2C)cc1,32

Exported with each value named: entries from further up
C[C@H]1CN([C@@H](C)CO)C(=O)c2cc(NS(=O)(=O)c3ccc(F)cc3)ccc2O[C@@H]1CN(C)Cc1ccc(-c2ccccc2)cc1
  U2OS ROS induce: 33

O=c1nc2s/c(=C\c3cccs3)c(=O)n2nc1Cc1ccccc1
  U2OS ROS induce: -9

CNC[C@H]1Oc2ccc(NS(=O)(=O)c3cn(C)cn3)cc2C(=O)N([C@@H](C)CO)C[C@@H]1C
  U2OS ROS induce: 6

O=C1Nc2ccccc2/C1=C\c1c(Cl)[nH]c2ccccc12
  U2OS ROS induce: -19

An excerpt, so the mix of outcomes need not match the whole.
